STK33 inh: human STK33 kinase inhibition; Q9BYT3; ADP-Glo luminescence, MBP substrate; inhibition, % at 12.5 µM; 0.44% of 27,000 active; AID 2322; in the data active means inhibition above about 20%
Target sequence (Q9BYT3 whole entry, looked up): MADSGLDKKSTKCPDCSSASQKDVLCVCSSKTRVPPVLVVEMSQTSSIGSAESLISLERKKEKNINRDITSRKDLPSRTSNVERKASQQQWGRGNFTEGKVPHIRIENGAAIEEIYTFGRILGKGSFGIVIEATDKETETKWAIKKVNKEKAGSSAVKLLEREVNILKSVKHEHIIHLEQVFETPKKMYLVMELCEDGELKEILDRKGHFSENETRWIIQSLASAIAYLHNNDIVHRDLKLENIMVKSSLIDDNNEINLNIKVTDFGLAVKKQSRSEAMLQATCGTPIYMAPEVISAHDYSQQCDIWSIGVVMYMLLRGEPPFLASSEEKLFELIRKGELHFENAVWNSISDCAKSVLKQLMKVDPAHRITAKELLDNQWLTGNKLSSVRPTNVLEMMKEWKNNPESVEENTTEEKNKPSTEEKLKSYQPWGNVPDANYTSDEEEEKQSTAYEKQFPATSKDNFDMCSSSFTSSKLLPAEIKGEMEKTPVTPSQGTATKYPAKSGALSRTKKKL
p53 PUMA act: re-activators of the mutant p53 pathway. SW480 PUMA-promoter luciferase, p53 mutant reactivation. activation, % at 9.98 µM. 1.5% of 28,000 active; in the data active means activation above about 52%
The depositor's hits bear a star; / = not tested or not shown. An excerpt; rates above refer to the full screens.

smiles | STK33 inh | p53 PUMA act
O=C(Nc1ccc2c(c1)[C@H]1C[C@@H](CC(=O)N3CCc4ccccc4C3)O[C@H](CO)[C@H]1O2)Nc1ccccc1F | / | -7.6
COC(=O)c1cccc(NC(=O)COc2ccc(OC)cc2)c1C | -5.4 | 6.5
CN(C)c1nc(N)nc(CSc2n[nH]c(-c3ccccc3)n2)n1 | 2.9 | 41.6
COc1ccc(CN(C)C[C@@H]2Oc3ccc(NS(=O)(=O)c4ccccc4)cc3CC(=O)N([C@H](C)CO)C[C@@H]2C)cc1 | 1.1 | /
CCOc1ccc2c(c1)sc(=NC(=O)c1ccc(S(=O)(=O)N3CCCCC3C)cc1)n2CC (stereo not drawn) | 0.1 | /
COc1cccc(S(=O)(=O)N(C)C[C@H]2OCc3cnnn3CCCC(=O)N([C@@H](C)CO)C[C@H]2C)c1 | -0.6 | /
C=C1CC[C@@H]2[C@](C)(CO[C@@H]3O[C@H](CO)[C@@H](O)[C@H](O)[C@H]3O)CCC[C@@]2(C)[C@@H]1CCC1=CCOC1=O | -2.6 | -21.2
Cc1noc(C)c1S(=O)(=O)N(C)C[C@@H]1Oc2ccc(NC(=O)C3CCCCC3)cc2CC(=O)N([C@@H](C)CO)C[C@@H]1C | 2.1 | 6.6
Cc1noc(C)c1S(=O)(=O)Nc1cccc2c1O[C@@H](CN(C)C(=O)Nc1ccc(C(F)(F)F)cc1)[C@@H](C)CN([C@H](C)CO)C2=O | / | 3.4
COc1cc2c(cc1NC(=O)CSc1nnc(-c3cnccn3)n1-c1ccccc1)oc1ccccc12 | 1.3 | -10.0
NCCCCNS(=O)(=O)c1ccc2ccccc2c1 | -0.5 | 13.0
Cc1cc(Cl)ccc1NC(=O)CN1CCC(C(N)=O)(N2CCCCC2)CC1 | 1.3 | 3.6
C[C@@H]1CN([C@@H](C)CO)C(=O)c2cc(NC(=O)Nc3ccc(F)cc3)ccc2O[C@@H]1CN(C)C(=O)NC1CCCCC1 | / | -21.5
COc1ccc(NC(=O)Nc2ccc3c(c2)C(=O)N([C@H](C)CO)C[C@@H](C)[C@@H](CN(C)Cc2ccc(C(=O)O)cc2)O3)cc1 | / | 15.3
C[C@@H]1CN([C@H](C)CO)C(=O)c2cc(N(C)C)ccc2O[C@@H](C)CCCCO[C@H]1CN(C)S(=O)(=O)c1ccccc1 | / | 0.1
C[C@@H]1CN([C@H](C)CO)C(=O)c2cccc(NC(=O)C3CCOCC3)c2O[C@H]1CN(C)Cc1ccc(C(F)(F)F)cc1 | / | -1.7
COc1cc(O)c2c(c1)CCc1cc(OC)c(OC)cc1-2 | 1.6 | 44.8
CN(C)c1ccc2c(c1)[C@@H]1C[C@@H](CC(=O)NCc3ccc4c(c3)OCO4)O[C@@H](CO)[C@@H]1O2 | / | 6.7
Cc1noc(C)c1NC(=O)Nc1ccc2c(c1)CC(=O)N([C@H](C)CO)C[C@@H](C)[C@@H](CN(C)C(=O)Nc1ccccc1)O2 | -0.6 | /
C[C@@H]1CN([C@H](C)CO)C(=O)Cc2cc(NS(C)(=O)=O)ccc2O[C@H]1CN(C)S(=O)(=O)c1ccc(Cl)cc1 | -2.7 | /
C=CC(C)(C)C12CC3C(=O)NC(Cc4cnc[nH]4)C(=O)N3C1Nc1ccccc12 (stereo not drawn) | -0.6 | -1.3
C[C@H]1CN([C@@H](C)CO)C(=O)c2cc(NC(=O)Cc3ccccc3)ccc2O[C@H]1CN(C)Cc1ccc(C(F)(F)F)cc1 | 1.1 | /
C[C@H]1CN([C@@H](C)CO)C(=O)c2cccc(NS(=O)(=O)c3ccc(Cl)cc3)c2O[C@@H]1CN(C)Cc1ccc(C(=O)O)cc1 | / | -6.8
COCCOC(=O)N1C(=O)[C@@]2(c3cc(C#CC4=CCCCC4)ccc31)[C@H](C(=O)NC[C@H](O)c1ccccc1)[C@H]1C(=O)O[C@H](c3ccccc3)[C@H](c3ccccc3)N1[C@@H]2c1ccc(O)cc1 | 3.0 | /
C[C@@H]1CCCCO[C@@H](CN(C)C(=O)CCC(F)(F)F)[C@@H](C)CN([C@H](C)CO)C(=O)c2cc(NC(=O)Cc3ccccc3)ccc2O1 | -2.3 | 9.8
CC(C)NC(=O)N(C)C[C@@H]1OCCCC[C@@H](C)Oc2ccc(NC(=O)Cc3ccccc3)cc2C(=O)N([C@H](C)CO)C[C@@H]1C | 4.2 | -0.6
C/C=C1\CC(C)(CC)C(C#N)(C#N)C(N)=C1C#N (stereo not drawn) | -2.4 | /
Cc1ccccc1-c1cnc2c(c1)C(=O)N([C@@H](C)CO)C[C@H](C)[C@H](CN(C)CC1CCCCC1)O2 | / | -8.6
C[C@H](CO)N1C[C@H](C)[C@@H](CN(C)Cc2ccccn2)Oc2ncc(C#CCN(C)C)cc2C1=O | / | 8.2
NC(=O)CSc1nc2c(c(=O)n1CCc1ccccc1)C1(CCCCC1)Cc1ccccc1-2 | -2.1 | 21.4
CC(C)NC(=O)N(C)C[C@H]1Oc2ccc(NS(=O)(=O)c3ccccc3)cc2CC(=O)N([C@H](C)CO)C[C@H]1C | -1.6 | 0.0
Cc1sc2ncn(CC(=O)Nc3ccc(Oc4ccccc4)cc3)c(=O)c2c1-c1ccccc1 | 1.5 | -1.6
C[C@@H]1CN([C@H](C)CO)C(=O)c2cc(-c3cccc(C#N)c3)cnc2O[C@@H]1CN(C)Cc1ccc(F)cc1 | / | -10.8
Cc1ccc(S(=O)(=O)N(C)C[C@@H]2Oc3ccc(NC(=O)Nc4ccccc4)cc3CC(=O)N([C@H](C)CO)C[C@H]2C)cc1 | 3.1 | /
COC(=O)c1cc(OC)c(OC)cc1NC(=O)CSc1nnc(-c2cccnc2)n1C | 1.5 | -2.4
O=C(C[C@@H]1C[C@H]2c3cc(NC(=O)Nc4ccc(F)cc4)ccc3O[C@H]2[C@H](CO)O1)NCC(F)(F)F | / | -13.9
Cc1noc(C)c1NC(=O)Nc1ccc2c(c1)CC(=O)N([C@H](C)CO)C[C@@H](C)[C@H](CN(C)C(=O)NC(C)C)O2 | 0.1 | -1.1
O=C(CSc1nc2ccccc2c(=O)[nH]1)Nc1cccc(I)c1 | -1.5 | 5.3
CC(C)NC(=O)N(C)C[C@H]1OCCCC[C@H](C)Oc2ccc(NC(=O)Cc3ccccc3)cc2C(=O)N([C@H](C)CO)C[C@@H]1C | / | -3.0
CC(C)NC(=O)Nc1ccc2c(c1)CC(=O)N([C@@H](C)CO)C[C@H](C)[C@H](CN(C)Cc1ccc3c(c1)OCO3)O2 | 1.9 | /
O=C(COc1ccc(CO)cc1Cl)Nc1ccc(F)cc1 | -0.5 | -23.6
Cc1noc(C)c1S(=O)(=O)N(C)C[C@@H]1OCCCC[C@@H](C)Oc2ccc(NS(C)(=O)=O)cc2C(=O)N([C@@H](C)CO)C[C@H]1C | / | 9.1
Cc1ccnc(NS(=O)(=O)c2ccc(NS(C)(=O)=O)cc2)n1 | -2.2 | 11.7
C[C@@H]1CN([C@@H](C)CO)C(=O)Cc2cc(NC(=O)Nc3ccccc3)ccc2O[C@@H]1CN(C)Cc1ccc(Cl)c(Cl)c1 | 1.3 | /
COC(=O)c1ccccc1NC(=O)COc1ccc(Br)cc1C(C)(C)C | -1.0 | -5.3
C[C@@H]1CCCCO[C@@H](CN(C)Cc2ccc3c(c2)OCO3)[C@@H](C)CN([C@H](C)CO)C(=O)c2cc(NC(=O)Nc3ccc(C(F)(F)F)cc3)ccc2O1 | 3.4 | /
COc1ccc(CN(C)C[C@@H]2OCCCC[C@@H](C)Oc3ccc(NC(=O)Nc4ccc5c(c4)OCO5)cc3C(=O)N([C@H](C)CO)C[C@@H]2C)cc1 | 1.8 | /
CN(C)c1nc(OCC(=O)Nc2ccc(Cl)cc2)nc(N(C)C)n1 | 1.5 | 32.9
Cc1noc(C)c1NC(=O)N(C)C[C@H]1Oc2c(NC(=O)c3cnccn3)cccc2C(=O)N([C@@H](C)CO)C[C@@H]1C | / | 0.2
C[C@H](CO)N1C[C@H](C)[C@H](CN(C)Cc2ccncc2)Oc2ncc(Br)cc2C1=O | -1.0 | 15.2
C[C@@H]1CCCCO[C@H](CN(C)Cc2ccccc2)[C@@H](C)CN([C@H](C)CO)C(=O)c2cc(NC(=O)Cc3ccccc3)ccc2O1 | -0.9 | /
C[C@@H]1CN([C@H](C)CO)C(=O)Cc2cc(NC(=O)Nc3ccccc3)ccc2O[C@H]1CN(C)CC1CCCCC1 | -3.7 | /
C[C@@H]1CCCCO[C@@H](CN(C)S(=O)(=O)c2ccc(F)cc2)[C@@H](C)CN([C@H](C)CO)C(=O)c2cc(N(C)C)ccc2O1 | -0.3 | /
C[C@@H]1CN([C@@H](C)CO)C(=O)c2cc(NS(=O)(=O)c3ccccc3)ccc2O[C@@H]1CN(C)S(=O)(=O)c1ccccc1 | -2.0 | /
COc1ccc(C(=O)Nc2ccc(C(=O)NCc3ccco3)cc2)cc1 | -0.6 | 4.8
C[C@@H]1CCCCO[C@H](CN(C)C(=O)Cc2ccccc2)[C@@H](C)CN([C@H](C)CO)C(=O)c2cc(NC(=O)Nc3cccc4ccccc34)ccc2O1 | 1.7 | /
COc1ccc(-c2nnc(SCc3csc(N)n3)n2C)cc1 | 1.1 | 1.5
COc1ccc(NC(=O)N(C)C[C@H]2OCCCC[C@@H](C)Oc3ccc(NC(=O)C4CCCCC4)cc3C(=O)N([C@H](C)CO)C[C@@H]2C)cc1 | 2.7 | /
CCCN(C)C[C@H]1Oc2cc(-c3cncnc3)ccc2S(=O)(=O)N([C@@H](C)CO)C[C@H]1C | / | 9.9
C[C@@H]1CN([C@@H](C)CO)C(=O)CCCn2cc(nn2)CO[C@@H]1CN(C)Cc1ccccc1 | -1.8 | -6.2

Remaining list, next part
Sequence of screens: STK33 inh	p53 PUMA act
- O=C(CCN1C(=O)c2ccccc2S1(=O)=O)Nc1cccc(Cl)c1Cl
→ -0.1	-3.5
- Cc1ccc(C)c(-c2csc(N)c2C#N)c1
→ /	1.6
- Cc1ccc(C(=O)N(CC(N)=O)CC(N)=O)cc1
→ 2.7	-4.4
- O=C(O)c1cc(NC(=O)C2CCCO2)cc(C(=O)O)c1 (stereo not drawn)
→ -4.0	-16.0
- COc1ccc(S(=O)(=O)N(C)C[C@H]2Oc3ccc(NC(=O)NC4CCCCC4)cc3CC(=O)N([C@H](C)CO)C[C@H]2C)cc1
→ -1.5	/
- C[C@@H]1CN([C@H](C)CO)C(=O)Cc2cc(NC(=O)Nc3ccc4c(c3)OCO4)ccc2O[C@H]1CN(C)S(C)(=O)=O
→ 0.2	/
- COc1ccc(CN(C)C[C@@H]2Oc3c(NS(=O)(=O)c4c(C)noc4C)cccc3C(=O)N([C@H](C)CO)C[C@@H]2C)cc1
→ /	6.2
- C[C@@H]1CN([C@@H](C)CO)C(=O)CCCn2cc(nn2)CO[C@H]1CN(C)Cc1cccnc1
→ -5.9	/
- O=C1CC(N(Cc2ccco2)C(=O)Nc2ccc(F)cc2)C(=O)N1c1ccc(F)cc1 (stereo not drawn)
→ -0.6	0.3
- COc1ccc(CN(C)C[C@@H]2Oc3ccc(NS(=O)(=O)c4c(C)noc4C)cc3CC(=O)N([C@@H](C)CO)C[C@@H]2C)cc1
→ 1.4	/
- COc1ccc(CN(C)C[C@H]2Oc3ccc(NC(=O)C4CC4)cc3CC(=O)N([C@@H](C)CO)C[C@@H]2C)cc1
→ -1.2	-0.1
- Cc1c(NC(=O)Cn2ccc([N+](=O)[O-])n2)c(=O)n(-c2ccccc2)n1C
→ 2.9	-1.6
- C[C@@H]1CN([C@H](C)CO)C(=O)c2cccc(NC(=O)C3CCOCC3)c2O[C@H]1CN(C)Cc1ccncc1
→ /	-3.2
- C[C@@H]1CN([C@H](C)CO)C(=O)Cc2cc(NC(=O)C3CCCCC3)ccc2O[C@H]1CN(C)S(=O)(=O)c1ccc(Cl)cc1
→ 1.3	/
- CCOC(=O)c1sc(N2C(=O)C(=O)C(C(=O)c3ccc(C)cc3)C2c2ccc(C)o2)nc1C (stereo not drawn)
→ -2.5	-7.1
- COc1ccc(NC(=O)N(C)C[C@@H]2Oc3ccc(NC(=O)Nc4ccc5c(c4)OCO5)cc3C(=O)N([C@H](C)CO)C[C@@H]2C)cc1
→ /	12.9
- COc1cccc(C(=O)NC(c2ccc(Cl)cc2)c2c(O)ccc3ccccc23)c1 (stereo not drawn)
→ -12.1	-9.2
- O=C(O)CCC(=O)Nc1ccc(Br)cc1C(=O)c1ccc(Cl)cc1
→ -3.8	-25.2
- COc1ccc(S(=O)(=O)Nc2ccc3c(c2)C(=O)N([C@H](C)CO)C[C@H](C)[C@@H](CN(C)CC2CCCCC2)O3)cc1
→ /	5.0
- Cn1c(=O)c2c(nc(NCCN)n2C)n(C)c1=O
→ 1.7	-8.5
- CC(=O)O[C@@H]1CC[C@@]2(C)C(CC[C@]3(C)C2CC=C2C4CC(C)(C)CC[C@]4(C(=O)O)CC[C@]23C)C1(C)C (stereo partly drawn)
→ /	-3.8
- O=C(Nc1ccccc1C(=O)N1CCOCC1)c1noc2c1CCCC2
→ 3.8	-5.4
- O=C(NCc1cc2ccccc2s1)C1CN(C(c2ccccc2)c2ccccc2)C1
→ /	-14.5
- C[C@@H]1CN([C@@H](C)CO)C(=O)c2cc(NC(=O)CCC(F)(F)F)ccc2O[C@H]1CN(C)Cc1ccc(Oc2ccccc2)cc1
→ -3.3	/

A portion taken from the entries so far:
Sequence of screens: STK33 inh	p53 PUMA act
- C[C@H]1CN([C@@H](C)CO)C(=O)c2cccc(NS(=O)(=O)c3ccc(Cl)cc3)c2O[C@@H]1CN(C)Cc1ccc(C(=O)O)cc1
→ /	-6.8
- COCCOC(=O)N1C(=O)[C@@]2(c3cc(C#CC4=CCCCC4)ccc31)[C@H](C(=O)NC[C@H](O)c1ccccc1)[C@H]1C(=O)O[C@H](c3ccccc3)[C@H](c3ccccc3)N1[C@@H]2c1ccc(O)cc1
→ 3.0	/
- C[C@@H]1CCCCO[C@@H](CN(C)C(=O)CCC(F)(F)F)[C@@H](C)CN([C@H](C)CO)C(=O)c2cc(NC(=O)Cc3ccccc3)ccc2O1
→ -2.3	9.8
- CC(C)NC(=O)N(C)C[C@@H]1OCCCC[C@@H](C)Oc2ccc(NC(=O)Cc3ccccc3)cc2C(=O)N([C@H](C)CO)C[C@@H]1C
→ 4.2	-0.6
- C/C=C1\CC(C)(CC)C(C#N)(C#N)C(N)=C1C#N (stereo not drawn)
→ -2.4	/
- Cc1ccccc1-c1cnc2c(c1)C(=O)N([C@@H](C)CO)C[C@H](C)[C@H](CN(C)CC1CCCCC1)O2
→ /	-8.6
